Bfl-1 Bim block: inhibitors of Bim-Bfl-1 interaction, human; Q16548; Bead-based flow cytometry, Bim-Bfl-1 binding inhibition; inhibition, % at 10 µM; actives 0.12% (n = 190,000); AID 1008;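 note: 0% = wells without compound plus tracer and 100% = blocker peptide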
Bcl-B Bim block: disrupts Bim peptide binding to human Bcl-B | bead-based flow cytometry | Q9HD36 | inhibition, % at 10 µM | actives 0.073% (n = 190,000);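 note: 0% = tracer peptide without compound and 100% = reference inhibitor peptide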
Target sequence (Q9HD36 whole entry, looked up): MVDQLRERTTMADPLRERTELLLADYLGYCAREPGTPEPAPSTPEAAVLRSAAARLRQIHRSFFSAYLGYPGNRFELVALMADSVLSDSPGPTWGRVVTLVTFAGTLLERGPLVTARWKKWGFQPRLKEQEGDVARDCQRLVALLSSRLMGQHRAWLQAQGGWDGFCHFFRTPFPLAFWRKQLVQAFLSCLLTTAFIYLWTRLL
Bcl-2 Bim block: disrupts Bim peptide binding to human Bcl-2. actives 0.06% (n = 190,000). P10415. Bead-based flow cytometry, Bim peptide-Bcl-2 binding. inhibition, % at 10 µM; in the data active = inhibition above about 40%;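 note: 0% = no compound wells with probe peptide and 100% = reference peptide inhibitor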
Target sequence (P10415 whole entry, looked up): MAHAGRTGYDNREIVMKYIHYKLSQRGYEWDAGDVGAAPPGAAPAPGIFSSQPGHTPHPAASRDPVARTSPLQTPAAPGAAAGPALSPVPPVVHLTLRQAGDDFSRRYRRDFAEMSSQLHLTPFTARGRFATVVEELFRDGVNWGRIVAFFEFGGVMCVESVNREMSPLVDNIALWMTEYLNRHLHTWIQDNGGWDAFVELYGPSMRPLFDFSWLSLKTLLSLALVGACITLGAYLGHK
RGS8-Gao reg: modulates binding of RGS8 to human Galphao. P09471. multiplexed bead flow cytometry; actives lie on both sides. response (percent of control binding), % at 10 µM. actives 0.34% (n = 220,000). AID 1423; in the data active = response below about 60% or above about 140%; inactive = in between;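 note: Galphao activated as the GDP aluminium fluoride complex binding bead-coupled RGS8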
Target sequence (P09471 whole entry, looked up): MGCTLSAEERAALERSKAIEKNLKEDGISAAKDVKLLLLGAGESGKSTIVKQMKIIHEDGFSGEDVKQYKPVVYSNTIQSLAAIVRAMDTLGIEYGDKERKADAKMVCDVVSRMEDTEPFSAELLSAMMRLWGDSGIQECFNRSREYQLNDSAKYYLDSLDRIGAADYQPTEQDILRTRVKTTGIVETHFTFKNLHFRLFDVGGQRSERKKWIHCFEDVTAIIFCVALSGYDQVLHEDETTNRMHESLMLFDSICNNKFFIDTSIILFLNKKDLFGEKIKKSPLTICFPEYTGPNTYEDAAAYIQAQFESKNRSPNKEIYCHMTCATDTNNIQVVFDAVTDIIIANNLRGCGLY
GSH bead fluor: GSH bead compound fluorescence profile; GSH beads flow cytometry, compound fluorescence 488/530 nm; stronger effect = higher value; fluorescence (KMESF) at 10 µM; actives 0.25% (n = 190,000); in the data active = fluorescence above about 89;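 note: glutathione beads carrying GST-tagged Bcl family fusion proteins plus one bare bead set; values are compound well signal with DMSO vehicle wells as background; inactives centre near 16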
Bim-Bcl-XL: inhibitors of Bim-Bcl-XL interaction, human. actives 0.04% (n = 190,000). inhibition, % at 10 µM. Q07817. Bim peptide-Bcl-XL binding, bead flow cytometry, fluorescence
Bim-Mcl-1: human Bim-Mcl-1 interaction inhibition | Bead-based flow cytometry, Bim peptide-Mcl-1 binding | AID 1009 | inhibition, % at 10 µM | Q07820 | actives 0.1% (n = 190,000);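 note: 0% = no compound tracer wells and 100% = peptide blocker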
Bcl-W Bim block: inhibitors of Bim-Bcl-W interaction, human. inhibition, % at 10 µM. actives 0.02% (n = 190,000). bead-based flow cytometry, Bim peptide-Bcl-W binding. AID 952;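 note: 0% = bound tracer without compound and 100% = peptide blocker; higher means less fluorescent Bim peptide bound to Bcl-W beads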
Target sequence (Q92843 whole entry, looked up): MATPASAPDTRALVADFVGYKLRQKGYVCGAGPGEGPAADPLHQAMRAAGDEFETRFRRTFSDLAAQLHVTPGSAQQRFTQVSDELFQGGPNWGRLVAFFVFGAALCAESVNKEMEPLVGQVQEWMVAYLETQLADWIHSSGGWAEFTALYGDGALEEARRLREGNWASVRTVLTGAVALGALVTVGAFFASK
RGS4-Gao reg: modulates binding of RGS4 to human Galphao | Multiplexed bead flow cytometry; actives lie on both sides | actives 0.33% (n = 220,000) | P09471 | binding response (% of control), % at 10 µM; in the data active = binding response below about 49% or above about 150%; inactive = in between;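 note: fluorescent Galphao activated with aluminum fluoride binding bead-coupled RGS4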
Mcl1 Bid PPI: disrupts binding of human Mcl-1 to Bid peptide; Q07820; TR-FRET Mcl-1/Bid-Dy647 peptide binding, 1536-well; inhibition, % at 21.7 µM; actives 0.97% (n = 220,000); AID 1021;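 active = compounds that cut the binding signal by more than half at the single screening dose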;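 note: His-tagged Mcl-1 with europium anti-His antibody binding Bid BH3 peptide; 0% = Mcl-1 plus peptide wells and 100% = peptide-only wells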
RGS7-Gao: modulates binding of RGS7 to human Galphao | Multiplexed bead flow cytometry; actives lie on both sides | binding response (% of control), % at 10 µM | actives 0.35% (n = 220,000) | AID 1439; in the data active = binding response below about 49% or above about 150%;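 note: fluorescent Galphao held in activated GDP-AlF4 state binding bead-coupled RGS7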
The depositor's hits bear a star. Cut-off read from the data, not from the text of the source, unless noted: active = inhibition above about 40%.

Screening COc1cccc(C2=NOC(C(=O)Nc3ccc4c(c3)OCO4)C2)c1 (stereo not drawn) returned Bfl-1 Bim block -5.0, Bcl-B Bim block -3.0, Bcl-2 Bim block -4.0, RGS8-Gao reg 101.9, GSH bead fluor 15, Bim-Bcl-XL 0.0, Bim-Mcl-1 -1.0, Bcl-W Bim block 0.0, RGS4-Gao reg 104.6, Mcl1 Bid PPI -19.4 and RGS7-Gao 103.7.
Screening CCCC(=O)OCCNC(=O)c1cc2ccccc2oc1=O returned Bfl-1 Bim block 0.0, Bcl-B Bim block -4.0, Bcl-2 Bim block -4.0, RGS8-Gao reg 103.2, GSH bead fluor 12, Bim-Bcl-XL -3.0, Bim-Mcl-1 -1.0, Bcl-W Bim block -3.0, RGS4-Gao reg 101.1, Mcl1 Bid PPI 27.7 and RGS7-Gao 101.5.
For O=C(CN1C(=O)NC2(CCCCCC2)C1=O)NCc1cccs1 the results were Bfl-1 Bim block 0.0, Bcl-B Bim block -1.0, Bcl-2 Bim block -1.0, RGS8-Gao reg 93.2, GSH bead fluor 12, Bim-Bcl-XL 0.0, Bim-Mcl-1 0.0, Bcl-W Bim block 1.0, RGS4-Gao reg 99.9, Mcl1 Bid PPI -11.1 and RGS7-Gao 103.7.
For Cc1c(Cl)cccc1NC(=O)CSc1nnc(CCNC(=O)OC(C)(C)C)o1 the results were Bfl-1 Bim block -11.0, Bcl-B Bim block -4.0, Bcl-2 Bim block -6.0, RGS8-Gao reg 104.1, GSH bead fluor 44, Bim-Bcl-XL 0.0, Bim-Mcl-1 0.0, Bcl-W Bim block 0.0, RGS4-Gao reg 104.6, Mcl1 Bid PPI -14.1 and RGS7-Gao 101.7.
`COC(=O)c1ccc(NC(=O)C2CCN(S(C)(=O)=O)CC2)cc1` gave Bfl-1 Bim block -13.0, Bcl-B Bim block -4.0, Bcl-2 Bim block -3.0, RGS8-Gao reg 100.3, GSH bead fluor 14, Bim-Bcl-XL 0.0, Bim-Mcl-1 2.0, Bcl-W Bim block 0.0, RGS4-Gao reg 103.7, Mcl1 Bid PPI -31.9 and RGS7-Gao 96.6.
For Cc1ccccc1NC(=S)/C(=C(\[O-])c1ccc(C)c([N+](=O)[O-])c1)[n+]1ccccc1 the results were Bfl-1 Bim block 1.0, Bcl-B Bim block -13.0, Bcl-2 Bim block -4.0, RGS8-Gao reg 96.3, GSH bead fluor 9, Bim-Bcl-XL -9.0, Bim-Mcl-1 -2.0, Bcl-W Bim block -3.0, RGS4-Gao reg 93.9, Mcl1 Bid PPI -32.5 and RGS7-Gao 96.8.
For CN1CCc2cc(Cl)c(O)cc2[C@@H](c2ccccc2)C1 the results were Bfl-1 Bim block -1.0, Bcl-B Bim block -3.0, Bcl-2 Bim block -4.0, RGS8-Gao reg 100.4, GSH bead fluor 64, Bim-Bcl-XL -3.0, Bim-Mcl-1 0.0, Bcl-W Bim block -1.0, RGS4-Gao reg 99.5, Mcl1 Bid PPI -5.8 and RGS7-Gao 97.1.
O=C(c1cc([N+](=O)[O-])ccc1N1CCOCC1)N1CCOCC1 was read as Bfl-1 Bim block -1.0, Bcl-B Bim block -6.0, Bcl-2 Bim block -5.0, RGS8-Gao reg 89.0, GSH bead fluor 9, Bim-Bcl-XL -6.0, Bim-Mcl-1 -4.0, Bcl-W Bim block -2.0, RGS4-Gao reg 95.8, Mcl1 Bid PPI -25.1 and RGS7-Gao 97.9.
O=C(CNC(=O)C1COc2ccccc2O1)N/N=C/c1ccc(O)cc1O (stereo not drawn) was read as Bfl-1 Bim block 1.0, Bcl-B Bim block -5.0, Bcl-2 Bim block -1.0, RGS8-Gao reg 56.1*, GSH bead fluor 4, Bim-Bcl-XL -4.0, Bim-Mcl-1 0.0, Bcl-W Bim block 0.0, RGS4-Gao reg 61.8, Mcl1 Bid PPI -46.7 and RGS7-Gao 61.0.
For O=C(CCCNC(=O)/C(=C\c1ccc(F)cc1)NC(=O)c1ccccc1)OCc1ccccc1 the results were Bfl-1 Bim block -8.0, Bcl-B Bim block -6.0, Bcl-2 Bim block -10.0, RGS8-Gao reg 100.3, GSH bead fluor 16, Bim-Bcl-XL 0.0, Bim-Mcl-1 0.0, Bcl-W Bim block 3.0, RGS4-Gao reg 102.2, Mcl1 Bid PPI -12.8 and RGS7-Gao 100.8.
COc1ccc(NC(=O)C2CCN(C(=O)NC3CCCCC3)CC2)c(OC)c1 was read as Bfl-1 Bim block -2.0, Bcl-B Bim block -1.0, Bcl-2 Bim block -2.0, RGS8-Gao reg 101.1, GSH bead fluor 12, Bim-Bcl-XL 0.0, Bim-Mcl-1 -2.0, Bcl-W Bim block 0.0, RGS4-Gao reg 99.8, Mcl1 Bid PPI -0.7 and RGS7-Gao 100.8.
Screening COc1ccc(C(C(=O)NC2CCCC2)N(C(=O)c2ccco2)c2ccc(OC)c(OC)c2)cc1 (stereo not drawn) returned Bfl-1 Bim block -2.0, Bcl-B Bim block -5.0, Bcl-2 Bim block -1.0, RGS8-Gao reg 97.6, GSH bead fluor 14, Bim-Bcl-XL -7.0, Bim-Mcl-1 -4.0, Bcl-W Bim block -5.0, RGS4-Gao reg 100.5, Mcl1 Bid PPI -8.1 and RGS7-Gao 99.4.

Reprinted from the part before: two compounds; new compounds follow.
COc1ccc(NC(=O)C2CCN(C(=O)NC3CCCCC3)CC2)c(OC)c1 was read as Bfl-1 Bim block -2.0, Bcl-B Bim block -1.0, Bcl-2 Bim block -2.0, RGS8-Gao reg 101.1, GSH bead fluor 12, Bim-Bcl-XL 0.0, Bim-Mcl-1 -2.0, Bcl-W Bim block 0.0, RGS4-Gao reg 99.8, Mcl1 Bid PPI -0.7 and RGS7-Gao 100.8.
Screening COc1ccc(C(C(=O)NC2CCCC2)N(C(=O)c2ccco2)c2ccc(OC)c(OC)c2)cc1 (stereo not drawn) returned Bfl-1 Bim block -2.0, Bcl-B Bim block -5.0, Bcl-2 Bim block -1.0, RGS8-Gao reg 97.6, GSH bead fluor 14, Bim-Bcl-XL -7.0, Bim-Mcl-1 -4.0, Bcl-W Bim block -5.0, RGS4-Gao reg 100.5, Mcl1 Bid PPI -8.1 and RGS7-Gao 99.4.
Cc1cnn(C(=S)NCCc2ccccc2)c1 was read as Bfl-1 Bim block -6.0, Bcl-B Bim block -9.0, Bcl-2 Bim block -12.0, RGS8-Gao reg 101.6, GSH bead fluor 24, Bim-Bcl-XL -1.0, Bim-Mcl-1 0.0, Bcl-W Bim block 1.0, RGS4-Gao reg 102.9, Mcl1 Bid PPI 16.1 and RGS7-Gao 103.7.
`c1ccc(-c2nnc(SCc3nc4ccccc4[nH]3)n2Cc2ccco2)cc1` gave Bfl-1 Bim block 1.0, Bcl-B Bim block -2.0, Bcl-2 Bim block -3.0, RGS8-Gao reg 99.1, GSH bead fluor 17, Bim-Bcl-XL -2.0, Bim-Mcl-1 0.0, Bcl-W Bim block -4.0, RGS4-Gao reg 100.4, Mcl1 Bid PPI -25.8 and RGS7-Gao 99.2.
CC(C)CNC(=O)c1c2c(nc3ccccc13)-c1ccccc1CC2 was read as Bfl-1 Bim block 0.0, Bcl-B Bim block -1.0, Bcl-2 Bim block -4.0, RGS8-Gao reg 99.9, GSH bead fluor 15, Bim-Bcl-XL 0.0, Bim-Mcl-1 0.0, Bcl-W Bim block -1.0, RGS4-Gao reg 96.1, Mcl1 Bid PPI -9.7 and RGS7-Gao 96.4.
CCCc1cc(C(=O)N2CCCC(C(=O)c3cccc4ccccc34)C2)n(C)n1 (stereo not drawn) was read as Bfl-1 Bim block -3.0, Bcl-B Bim block -1.0, Bcl-2 Bim block -2.0, RGS8-Gao reg 97.4, GSH bead fluor 10, Bim-Bcl-XL -1.0, Bim-Mcl-1 0.0, Bcl-W Bim block -1.0, RGS4-Gao reg 102.9, Mcl1 Bid PPI -24.6 and RGS7-Gao 94.7.
For COc1ccc(-n2c(=S)[nH]c3cc(C(=O)NCc4ccco4)ccc3c2=O)c(OC)c1 the results were Bfl-1 Bim block -1.0, Bcl-B Bim block -4.0, Bcl-2 Bim block -3.0, RGS8-Gao reg 97.8, GSH bead fluor 12, Bim-Bcl-XL -6.0, Bim-Mcl-1 -5.0, Bcl-W Bim block -2.0, RGS4-Gao reg 96.5, Mcl1 Bid PPI -122.3 and RGS7-Gao 98.6.
`CN(CC(=O)Nc1ccc(N2CCOCC2)cc1)CC(=O)Nc1cccc(C#N)c1` gave Bfl-1 Bim block -1.0, Bcl-B Bim block -3.0, Bcl-2 Bim block -2.0, RGS8-Gao reg 101.1, GSH bead fluor 26, Bim-Bcl-XL -7.0, Bim-Mcl-1 -3.0, Bcl-W Bim block -1.0, RGS4-Gao reg 103.8, Mcl1 Bid PPI 2.5 and RGS7-Gao 101.8.
For COc1cc(OC)c(N(C)S(=O)(=O)c2cccc(C(=O)OCC(=O)c3c[nH]c4ccccc34)c2)cc1Cl the results were Bfl-1 Bim block -2.0, Bcl-B Bim block -10.0, Bcl-2 Bim block -3.0, RGS8-Gao reg 75.0, GSH bead fluor 13, Bim-Bcl-XL -12.0, Bim-Mcl-1 -7.0, Bcl-W Bim block -3.0, RGS4-Gao reg 89.2, Mcl1 Bid PPI 3.9 and RGS7-Gao 92.2.
Screening Cc1cc(C)cc(OCC(=O)NNC(=O)CN2C(=O)c3ccccc3C2=O)c1 returned Bfl-1 Bim block -5.0, Bcl-B Bim block -2.0, Bcl-2 Bim block -6.0, RGS8-Gao reg 103.5, GSH bead fluor 10, Bim-Bcl-XL -6.0, Bim-Mcl-1 -7.0, Bcl-W Bim block -3.0, RGS4-Gao reg 99.5, Mcl1 Bid PPI -5.6 and RGS7-Gao 99.6.
CC1=C(C(=O)Nc2ccc(C)cn2)C(c2cnn(C)c2)C2=C(CCCC2=O)N1 (stereo not drawn) was read as Bfl-1 Bim block -3.0, Bcl-B Bim block -2.0, Bcl-2 Bim block 0.0, RGS8-Gao reg 101.8, GSH bead fluor 11, Bim-Bcl-XL -3.0, Bim-Mcl-1 -1.0, Bcl-W Bim block 0.0, RGS4-Gao reg 97.8, Mcl1 Bid PPI -72.5 and RGS7-Gao 100.2.
O=C(COC(=O)c1cc(=O)[nH]c(=O)[nH]1)Nc1cccc(S(=O)(=O)N2CCCCC2)c1 was read as Bfl-1 Bim block -5.0, Bcl-B Bim block -3.0, Bcl-2 Bim block -3.0, RGS8-Gao reg 102.3, GSH bead fluor 9, Bim-Bcl-XL 1.0, Bim-Mcl-1 -2.0, Bcl-W Bim block -4.0, RGS4-Gao reg 100.4, Mcl1 Bid PPI -10.9 and RGS7-Gao 100.6.
CCOc1ccc(/C=C/C(=O)Nc2ccccc2C(F)(F)F)cc1 was read as Bfl-1 Bim block -10.0, Bcl-B Bim block -7.0, Bcl-2 Bim block -5.0, RGS8-Gao reg 101.3, GSH bead fluor 15, Bim-Bcl-XL -5.0, Bim-Mcl-1 0.0, Bcl-W Bim block -6.0, RGS4-Gao reg 93.3, Mcl1 Bid PPI -10.8 and RGS7-Gao 103.4.
CC(NCc1ccc(F)cc1)C(=O)NC1CCCCC1 (stereo not drawn) was read as Bfl-1 Bim block -3.0, Bcl-B Bim block -1.0, Bcl-2 Bim block -2.0, RGS8-Gao reg 95.4, GSH bead fluor 14, Bim-Bcl-XL -2.0, Bim-Mcl-1 2.0, Bcl-W Bim block 0.0, RGS4-Gao reg 94.8, Mcl1 Bid PPI 21.0 and RGS7-Gao 97.5.
Screening Cc1ccc(S(=O)(=O)NC(=O)Nc2nnc(C)s2)cc1 returned Bfl-1 Bim block -6.0, Bcl-B Bim block -7.0, Bcl-2 Bim block -7.0, RGS8-Gao reg 105.5, GSH bead fluor 45, Bim-Bcl-XL -7.0, Bim-Mcl-1 -6.0, Bcl-W Bim block 2.0, RGS4-Gao reg 107.0, Mcl1 Bid PPI 11.8 and RGS7-Gao 102.9.

Bioassay records (PubChem BioAssay)
